Assay outcomes from PubChem.
D1 antagonist: blocks dopamine activation of the human D1 receptor | P21728 | HEK293 TREx D1 cells, calcium flux, dopamine EC80; stronger effect = lower value | activity change, negative = inhibition, % at 10 µM | actives 3.2% (n = 360,000) | AID 504652; in the data active = activity change below about -30%; also: % is scaled to controls: 0 for no effect and ±100 for the full control effect
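Cells carrying a force-coupled, tetracycline-inducible human D1 receptor report calcium flux. Each well gets a 10 s baseline, compound with 180 s monitoring, then an EC80 dopamine stimulus with a second 180 s kinetic read.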
RXFP1 agonist: agonists of human relaxin receptor RXFP1. Q9HBX9. HEK293T-RXFP1 cAMP TR-FRET, 30 min; response scale: percent of porcine relaxin response, buffer zero. Potency, µM (titrated, usually from 57.5 µM), inactives show at the highest dose activation, usual class: activators. actives 0.3% (n = 370,000). AID 2676; also: potency is read from the fitted curve at half-maximal effect; % is scaled to controls: 0 for no effect and ±100 for the full control effect; nearly all actives have a fitted effect of over 60% in size; many of its hits are not listed in these tables
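HEK293 cells stably expressing RXFP1, treated 30 min at 37C with compounds plus PDE4 inhibitor Ro 20174; cAMP measured by HTRF TR-FRET. Normalized to buffer and 29 nM porcine relaxin; EC50 by Hill fit.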
GRP78 ERSR act: induces the endoplasmic reticulum stress response in human glioma cells. U87-MG GRP78 promoter luciferase reporter, 16 h. Potency, µM, for the others: at the top dose activation, most hits filed as activators. actives 0.02% (n = 420,000). AID 602332; also: potency is read from the fitted curve at half-maximal effect; series mostly up to about 76 µM; % of control where 0% means no effect; nearly all actives have a fitted effect of over 35% in size
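Stably transfected U87-MG glioma cells carrying a GRP78-based luciferase sensor; 16 h compound incubation. Luminescence end-point read 10 min after Bright-Glo addition at room temperature.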
D1 potentiator: enhances dopamine response at the human D1 receptor | P21728 | HEK293 TREx D1 cells, calcium flux, dopamine EC20 potentiation | potentiation, % at 10 µM | actives 0.036% (n = 360,000); in the data active = potentiation above about 30%; also: 0% is about no effect
Vif-A3F inh: blocks the Vif interaction with APOBEC3F; HeLa A3F-eYFP + Vif (tagged APOBEC3F with the HIV-1 protein that degrades it), YFP fluorescence increase; Potency, µM (highest dose often 46.1 µM), for the others: top-dose activity, negative = active; actives 0.2% (n = 390,000); AID 602313; also: potency is read from the fitted curve at half-maximal effect; % of control where 0% means no effect; nearly all actives have a fitted effect of over 65% in size
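HeLa cells stably expressing A3F-eYFP plus Vif, plated and incubated overnight at 37 deg C, then exposed to compounds overnight at 37 deg C. Blocked degradation read as raised yellow fluorescence (Ex 488/Em 500-530).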
Vif-A3G inh: blocks the Vif interaction with human APOBEC3G. AID 602310. HeLa A3G-eYFP + Vif (tagged APOBEC3G with the HIV-1 protein that degrades it), YFP fluorescence, overnight. Potency, µM (top dose mostly 46.1 µM), for the others: top-dose activity, negative = active, usual class: inhibitors. Q9HC16. actives 0.076% (n = 410,000);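 also: potency is read from the fitted curve at half-maximal effect; % is scaled to controls: 0 for no effect and ±100 for the full control effect; nearly all actives have a fitted effect of over 60% in size; hits raise eYFP signal because A3G escapes Vif-driven loss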
Target sequence (Q9HC16 whole entry, looked up): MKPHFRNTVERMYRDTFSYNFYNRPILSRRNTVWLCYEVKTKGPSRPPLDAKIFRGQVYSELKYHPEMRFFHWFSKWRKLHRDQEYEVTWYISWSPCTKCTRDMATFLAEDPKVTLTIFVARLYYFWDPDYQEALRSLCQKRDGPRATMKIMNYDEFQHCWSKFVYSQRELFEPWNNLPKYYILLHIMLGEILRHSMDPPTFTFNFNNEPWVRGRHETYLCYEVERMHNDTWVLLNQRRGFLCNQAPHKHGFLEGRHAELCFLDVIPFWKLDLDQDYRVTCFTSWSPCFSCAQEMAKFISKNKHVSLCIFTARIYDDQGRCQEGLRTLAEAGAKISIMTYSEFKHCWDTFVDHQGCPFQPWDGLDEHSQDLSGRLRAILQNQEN
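Read-out is eYFP fluorescence (Ex 488/Em 500-530) from Vif-expressing HeLa A3G-eYFP cells; more signal means A3G escaped Vif-mediated degradation. Cells plated overnight, compound pinned in, incubated overnight at 37 deg C.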
D1 agonist: agonists of human D1 dopamine receptor | AID 504660 | activation, % at 2 µM | HEK293 T-REx D1 cells, calcium flux, agonist mode | P21728 | actives 1% (n = 360,000); in the data active = activation above about 30%; also: 0% is about no effect
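Agonism was scored from calcium flux recorded over 180 s (1 read/s) after pintool compound addition, following a 10-cycle baseline. Cells were inducible force-coupled HEK293 TREx D1, plated overnight at 30 C and loaded with no-wash calcium dye.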
RXFP1 antagonist: antagonists of human relaxin receptor RXFP1; Q9HBX9; HEK293-RXFP1, relaxin-stimulated cAMP HTRF, 30 min; stronger effect = lower value; activity change, negative = inhibition, % at 57.5 µM; actives 0.59% (n = 350,000);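 active = activity change of -60% or lower, but not beyond a set lower limit; inconclusive = change between -60% and -40%, or beyond the set limit; inactive = change above -40%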; also: % is scaled to controls: 0 for no effect and ±100 for the full control effect
D2 PAM: positive allosteric modulators of human D2 dopamine receptor | AID 485347 | HEK293 T-REx D2, calcium flux, EC20 dopamine potentiation | actives 0.34% (n = 340,000) | potentiation, % at 10 µM | P14416;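 active = potentiation over 3 SD above the plate norm, cut at about 30% in these data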; also: 0% is about no effect
Target sequence (P14416 whole entry, looked up): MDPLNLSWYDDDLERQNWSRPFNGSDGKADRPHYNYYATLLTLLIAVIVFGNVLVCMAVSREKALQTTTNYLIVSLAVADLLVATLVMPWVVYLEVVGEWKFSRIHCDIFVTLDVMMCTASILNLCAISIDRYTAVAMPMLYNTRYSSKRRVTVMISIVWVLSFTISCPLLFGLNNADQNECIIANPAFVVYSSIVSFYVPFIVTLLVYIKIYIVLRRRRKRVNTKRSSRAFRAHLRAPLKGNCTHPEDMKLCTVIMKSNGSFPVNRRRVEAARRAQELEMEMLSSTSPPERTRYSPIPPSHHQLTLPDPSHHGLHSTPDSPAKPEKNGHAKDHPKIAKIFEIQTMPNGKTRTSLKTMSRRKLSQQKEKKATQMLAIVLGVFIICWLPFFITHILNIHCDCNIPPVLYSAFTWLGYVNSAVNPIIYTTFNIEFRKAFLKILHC
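Using a no-wash calcium dye in inducible, force-coupled HEK293 Trex cells expressing D2, we tracked fluorescence each second for 180 s after compound, then for 180 s after EC20 dopamine to detect augmented signalling.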
* hit, by the source's call; u = inconclusive; x = no result given. Unless noted, calls follow the shape of the dose curve; as a rule, active = well fitted curve in the direction sought with a large enough effect; inconclusive = small, poorly fitted or top-dose-only effect, or another doubt; inactive = no such curve, though single readings can be large; an effect the other way counts as inactive or inconclusive. This is a subset, so the mix of outcomes need not match the whole.

SMILES	D1 antagonist	RXFP1 agonist	GRP78 ERSR act	D1 potentiator	Vif-A3F inh	Vif-A3G inh	D1 agonist	RXFP1 antagonist	D2 PAM
COCCCNC(=O)/C=C1\Sc2ccccc2N(Cc2ccccc2F)C1=O	10	1.2%	5%	-6	3%	-6%	1	2	3
Oc1ccccc1N1CCN(c2ncnc3sc(-c4ccccc4)cc23)CC1	-6	9.7%	-1%	-4	0%	-10%	1	0	-3
CCN(C(=O)COC(=O)c1cn(-c2ccccc2)nc1-c1ccccc1)C1CCS(=O)(=O)C1 (configuration not stated)	10	0.7%	6%	0	10%	0%	0	1	0
O=C(COc1ccc(F)cc1Cl)Nc1ccccc1C(=O)N1CCCCC1	9	-1.9%	-1%	1	-15%	0%	1	-15	-8
CN1CCN(C(=S)Nc2cccc(S(=O)(=O)N(C)C)c2)CC1	-9	2.1%	-2%	-10	0%	2%	3	-21	0
Cc1cc(C)c(C)c(C(=O)C2OC(=O)C(C)(C)C(=O)C2(C)C)c1C (configuration not stated)	11	0.8%	-3%	-3	-14%	1%	3	0	6
CCn1c(SCC(=O)N/N=C/C=C/c2ccccc2[N+](=O)[O-])nnc1-c1ccccc1	1	-2.7%	-2%	-3	-2%	-7%	3	-2	-14
COc1ccc(NC(=O)CN2C(=O)CCn3nc(-c4cccn4C)cc32)cc1	-19	0.1%	-3%	-1	1%	-4%	1	-7	-6
Cc1ccc(/C=c2\sc3n(c2=O)CN(c2cccc(Br)c2)CN=3)o1	15	-1.4%	0%	-6	-13%	4%	1	-14	-1
O=C(O)CC1(CC(=O)N2CCN(CCO)CC2)CCCC1	-2	2.7%	-4%	3	11%	-2%	4	0	4
CCOc1ccc(OCC)c(NC(=O)C2CCN(S(=O)(=O)c3cccc4nonc34)CC2)c1	3	1.3%	-3%	-2	-4%	-1%	1	-5	16
CC(C)(C)NC(=O)COc1ccc(CNCCc2ccccc2)cc1	11	0.3%	-1%	-8	u	1%	3	-2	7

Next section:
SMILES	D1 antagonist	RXFP1 agonist	GRP78 ERSR act	D1 potentiator	Vif-A3F inh	Vif-A3G inh	D1 agonist	RXFP1 antagonist	D2 PAM
Cc1ccc(C)c(S(=O)(=O)N2CCCOC2CNC(=O)C(=O)NCCCn2ccnc2)c1 (configuration not stated)	9	-1.7%	-1%	1	-9%	-1%	2	-5	3
CCCC(=O)NCc1ccccc1Cl	-25	-1.3%	-1%	29	2%	-1%	3	6	2
CCCCn1c(N)c(N(CCC(C)C)C(=O)C2CC(=O)N(c3ccc4c(c3)OCCO4)C2)c(=O)[nH]c1=O (configuration not stated)	2	0.3%	-10%	-17	-8%	-1%	1	-10	-3
Cc1cccc(OCc2n[nH]c(=S)n2-c2ccccc2)c1	3	0.3%	0%	1	2%	0%	1	-8	5
COc1cccc(NC(=S)N(Cc2ccc(C)cc2)Cc2ccccn2)c1	-4	2.3%	-2%	-9	-10%	-1%	1	4	-9
CC(=O)NC(C)Cc1cn(Cc2ccccc2)c2ccccc12 (configuration not stated)	-2	-0.1%	8%	-2	-1%	-5%	9	7	-7
CC(=O)NCC(=O)OCC(=O)c1ccc(Cl)cc1	11	0.6%	-3%	-2	-6%	1%	2	15	11
CCOc1cc(C2CC(=O)Nc3nc(SCc4ccccc4)[nH]c(=O)c32)ccc1O (configuration not stated)	23	0.8%	-3%	1	0%	-12%	9	-7	3
COc1ccc(NC(=O)CN2CCN(c3ccccn3)CC2)cc1Cl	-20	-3.2%	3%	-2	-2%	1%	5	0	-19
COc1ccccc1-n1ccnc(SCC(=O)NC2CCCC2)c1=O	-6	1.0%	3%	5	4%	-5%	4	10	0
CCCCCCCC(=O)NNC(=O)c1c(O)c2ccccc2n(CCC)c1=O	5	-1.9%	-3%	-6	-3%	1%	2	-5	2
CC(C)CCOc1cccc(OCC(=O)Nc2ccncc2)c1	-31*	-4.9%	-4%	-6	-3%	5%	13	-25	0

Continued.
SMILES	D1 antagonist	RXFP1 agonist	GRP78 ERSR act	D1 potentiator	Vif-A3F inh	Vif-A3G inh	D1 agonist	RXFP1 antagonist	D2 PAM
CCOc1ccc(S(=O)(=O)Nc2cccc(C(=O)NCC3(N4CCCCC4)CCCCC3)c2)cc1	18	1.7%	16µM*	-5	-19%	0%	6	-7	-6
CC(=O)Nc1cccc(/C(C)=N/NC(=O)c2ccc3c(c2)OCO3)c1	x	0.7%	4%	-6	-8%	3%	0	3	-12
CC1=C(C(=O)Nc2ccccc2)C(CC(C)C)n2nc(SCc3ccccc3C)nc2N1 (configuration not stated)	-16	0.2%	-3%	2	1%	-3%	1	x	-6
C[C@H](OC(=O)NCc1ccc(C(F)(F)F)cc1)[C@@H]1O[C@@]2(C)CCC[C@@H]1O2	12	-0.6%	-1%	5	2%	3%	1	x	1
COc1ccc(-c2nc(NC(=O)CCNC(=O)c3ccco3)sc2C)cc1	-3	3.6%	-4%	-4	2%	-2%	4	2	2
COC(=O)/C=C/C(=O)Nc1cccnc1	-5	-1.6%	-3%	3	x	-22%	4	6	1
Cn1nc(-c2ccc(Cl)cc2)cc1NC(=O)CCCC(=O)O	0	-0.1%	-4%	-3	0%	-4%	1	1	6
Nc1nonc1-n1nnc(C(=O)N/N=C/c2ccc(OCc3ccccc3F)cc2)c1CNc1ccccc1	7	2.1%	4%	-1	-4%	2%	2	-38	7
Cc1cccc(-n2c(=O)c3c(C)c(C)sc3n(CC(N)=O)c2=O)c1	-5	1.3%	-1%	3	10%	3%	0	6	2
CNC(=O)CN(C)S(=O)(=O)c1ccc(OC)c(Cl)c1	3	2.1%	-4%	-2	-17%	-2%	0	-2	x
COc1ccc(OC)c(C(c2nnnn2Cc2ccccc2)N2CCN(C)CC2)c1 (configuration not stated)	-1	2.6%	2%	1	-1%	2%	0	-6	14
Cc1cc(C)n2nc(/C(C#N)=C/c3ccccc3)c(C#N)c2n1	5	-0.7%	3%	-2	2%	2%	1	1	3

Two records picked at random from those above, as already listed:
SMILES	D1 antagonist	RXFP1 agonist	GRP78 ERSR act	D1 potentiator	Vif-A3F inh	Vif-A3G inh	D1 agonist	RXFP1 antagonist	D2 PAM
CC(C)(C)NC(=O)COc1ccc(CNCCc2ccccc2)cc1	11	0.3%	-1%	-8	u	1%	3	-2	7
CCOc1ccc(S(=O)(=O)Nc2cccc(C(=O)NCC3(N4CCCCC4)CCCCC3)c2)cc1	18	1.7%	16µM*	-5	-19%	0%	6	-7	-6

Next section
SMILES	D1 antagonist	RXFP1 agonist	GRP78 ERSR act	D1 potentiator	Vif-A3F inh	Vif-A3G inh	D1 agonist	RXFP1 antagonist	D2 PAM
OCCNc1cc(-n2nc(-c3ccccc3)cc2-c2ccccc2)ncn1	-3	1.0%	-2%	-1	3%	0%	1	-7	5
Cc1ccc(NC2c3ncccc3C(=O)N2C2CCCCC2)cc1C (configuration not stated)	1	3.9%	-3%	5	3%	-7%	-4	-18	1
COc1ccc(C(=O)NCC(=O)OCC(=O)Nc2ncc(Cl)cc2Cl)cc1[N+](=O)[O-]	-27	0.8%	-3%	-9	5%	-4%	0	-8	12
CCc1cccc(NC(=O)C2Cc3ccccc3N2C(=O)c2ccccc2)c1 (configuration not stated)	4	0.8%	-4%	0	1%	0%	14	-16	5
O=C(N/N=C/c1ccncc1)c1cnccn1	0	8.4%	-6%	-4	13%	-5%	1	-3	-4
COc1ccc(NC(C)=O)cc1S(=O)(=O)NCc1ccc2c(c1)OCO2	x	x	-2%	x	-3%	1%	x	4	x
Cc1cc(C(=O)COC(=O)C2=COCCO2)c(C)n1-c1ccc2c(c1)OCO2	-4	0.7%	-2%	0	-1%	2%	16	-2	8
Cc1ccc(-c2nnc(Nc3ccccc3)c3ccccc23)cc1S(=O)(=O)N1CCOCC1	7	3.2%	-2%	1	1%	3%	-2	1	-3
Cc1ccc(C)n1CCN1CCN(C(=O)CC#N)CC1	4	3.4%	-3%	-6	4%	2%	5	-3	1
Cc1nn2c(C)c(C(=O)NCCc3ccccc3)cnc2c1-c1ccccc1	-24	-0.5%	0%	-5	0%	-3%	1	-21	15
CCCCNc1n[n+](C)c(-c2cccc(C)c2)s1	6	-0.4%	x	-2	x	x	3	x	-1
CS(=O)(=O)N1CCC(C(=O)Nc2c(F)cccc2F)CC1	-6	9.0%	-1%	-1	2%	0%	2	-4	19

Additional records.
SMILES	D1 antagonist	RXFP1 agonist	GRP78 ERSR act	D1 potentiator	Vif-A3F inh	Vif-A3G inh	D1 agonist	RXFP1 antagonist	D2 PAM
COc1ccc(Cn2ccc3nc(C)c(C(=O)NCc4ccc(C)cc4)cc3c2=O)cc1	-28	1.1%	-8%	-3	1%	-15%	2	-20	-7
c1ccc(-n2ncc3c(NCc4ccc5c(c4)OCO5)ncnc32)cc1	-9	-0.7%	6%	2	-11%	-10%	-1	-30	20
S=C(NC1CCCC1)N1CCN(c2ccccn2)CC1	-14	0.0%	1%	-1	-8%	-5%	5	1	10
COc1ccc(NC(=O)C2CCCN2C(=O)NC2CCCCC2)cc1 (configuration not stated)	-3	-4.2%	-1%	-5	5%	-1%	1	6	-17
O=C(O)c1cc(-c2c[nH]c3ccccc23)nc2ccc3ccccc3c12	6	27%	4%	5	0%	1%	9	-27	-1
CCCNc1nc2c(c(=O)[nH]c(=O)n2C)n1Cc1ccc(F)cc1	6	-0.8%	-2%	0	-1%	2%	2	x	22
Cc1ccccc1CN1C(=O)C(C)S/C1=N/N=C/c1ccco1 (configuration not stated)	10	0.0%	-3%	-1	2%	-11%	1	-1	-2
CC1CCCC(C)N1C(=O)CSc1nc(N)cc(N)n1 (configuration not stated)	-19	3.4%	-4%	x	12%	-1%	6	-6	3
CC1NC(=O)c2cc3ccccc3cc2-n2c1nc1ccc(F)cc1c2=O (configuration not stated)	x	x	-3%	x	1%	1%	x	3	x
CCOC(=O)CNC(=O)CSc1nc2cccnc2n1CC	-18	-1.5%	-5%	-1	-5%	-3%	4	-5	7
COc1ccc(CC(=O)OCC(=O)Nc2ncc(Cl)cc2Cl)cc1	-16	2.5%	-3%	-5	0%	-8%	0	-15	16
O=[N+]([O-])c1ccc(/C=C/c2ccc3cccc([N+](=O)[O-])c3n2)cc1	-10	-0.8%	-4%	-1	-8%	-8%	5	-18	2
Cc1ccc(-c2csc(/C(C#N)=C(\O)CN3CCN(C(=O)c4ccco4)CC3)n2)cc1	4	2.7%	8%	0	-12%	-5%	2	-9	14
